# Screening data (PubChem)
# NOD1 inhibition = inhibition of NOD1-driven NF-kB reporter – cell-based, luminescence, uHTS, primary screen (AID 1578) | 290,000 compounds, 1% hits | inhibition, % at 4 µM; hits with a dose series show EC50 in µM | NOD1-driven NF-kB luciferase reporter cells, luminescence; higher % means a stronger effect; in the data active = inhibition mostly above about 36%, no sharp cut-off; inactive = mostly below about 34%;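 note: HEK-293T reporter cells stimulated with the NOD1 agonist gamma-tri-DAP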
# NOD2 inhibition = NOD2 signaling inhibitors, cell-based, luminescence, uHTS, HEK293 (AID 1566); HEK293 NOD2/NF-kB luciferase reporter, luminescence; higher % means a stronger effect; inhibition, % at 4 µM, or EC50 in µM where a hit was titrated; 290,000 compounds, 0.63% hits; in the data active = inhibition above about 50%; note: many of its hits are not listed in these tables
# The depositor's hits bear a star.
# Each structure is followed by: NOD1 inhibition, NOD2 inhibition
- C=CCn1c(CNC(=O)c2ccco2)nnc1SCC(=O)c1ccc(F)cc1
 : -29.0%, 4.0%
- COc1ccccc1NC(=O)c1sc2nc(N3CCOCC3)c3c(c2c1N)CCCC3
 : 4.1%, 50.0%*
- O=C(C[n+]1ccccc1)Nc1ccccc1C(F)(F)F
 : -17.2%, 10.8%
- COc1ccc2nc(C)cc(Nc3ccc(C)cc3)c2c1
 : -8.0%, -5.8%
- Cc1cccc(N2CCN(Cc3ccc([N+](=O)[O-])o3)CC2)c1C
 : -22.9%, 3.9%
- O=C1NC(NS(=O)(=O)c2ccccc2)(C(F)(F)F)C(=O)N1CCc1ccccc1 (centres undefined)
 : -12.8%, -0.9%
- O=[N+]([O-])c1cc(C=Nc2cccc3c(O)cccc23)ccc1Cl
 : -35.8%, 15.9%
- Nc1cccc(Oc2ccc3c(c2)C(=O)NC3=O)c1
 : -7.0%, -12.7%
- O=C(Nc1ccc2oc(-c3ccccc3F)nc2c1)c1ccccc1F
 : -71.6%, -28.3%
- COc1ccc2oc(C(=O)NC3CCCCC3)c(C)c2c1
 : -82.0%, -78.6%
- CCOc1ccc2[nH]cc(C(=O)NCc3ccc(F)cc3)c(=O)c2c1
 : 10.3%, -5.9%
- COc1ccc(OC)c(Nc2nc(NCc3ccco3)c3ccccc3n2)c1
 : -4.2%, 8.6%
- O=[N+]([O-])c1ccc(O)c(CSc2nnnn2-c2ccccc2)c1
 : -20.8%, 13.4%
- CCOc1ccccc1C(=O)Nc1ccc(C(=O)c2ccccc2)cc1
 : -19.7%, -6.7%
- COc1ccc(N2CCN(S(=O)(=O)c3cc4c(cc3C)N(C(C)=O)CCO4)CC2)cc1
 : 10.2%, 9.2%
- Cc1ccc(S(=O)(=O)N2CCC(C(=O)NC3CC3)CC2)cc1
 : -28.6%, 12.8%
- Cc1nc(NCCc2ccccc2)sc1C(=O)N(C)C
 : -35.8%, -6.0%
- CN(C)CCCNc1ncnc2c1cnn2Cc1ccccc1Cl
 : -1.2%, -0.1%
- Cc1ccc(F)cc1NC(=O)C1C2CCC(O2)C1C(=O)O (centres undefined)
 : 11.2%, -4.0%
- CCc1ccc(NS(=O)(=O)c2c(C)nc3sc(CC)nn3c2=O)cc1
 : 4.8%, 25.5%
- O=C(O)CSCC(=O)N1CCN(c2ncnc3scc(-c4ccccc4)c23)CC1
 : -12.8%, -2.6%
- Cc1ccc(-c2[nH]ncc2C(=O)c2cccc(F)c2)c(O)c1
 : -0.7%, 6.2%
- COc1ccc2nc(SCC(=O)Nc3cc(C)on3)c(C#N)cc2c1
 : -58.4%, -33.4%
- C=CCNC(=O)C(=O)NCC(c1ccc2c(c1)OCO2)N1CCOCC1 (centres undefined)
 : -37.0%, -18.6%
- COc1cccc(CN(C(=O)c2cccs2)C2CCS(=O)(=O)C2)c1 (centres undefined)
 : -28.9%, 16.0%
- Cc1c(C)c2c(OCC(=O)NCCCO)cc3c(c2oc1=O)CCC(C)(C)O3
 : 0.9%, 18.9%
- COc1ccccc1C1CCN(Cc2ccc(C)cc2)CC1
 : 4.9%, -48.3%
- COc1ccccc1N1CCN(Cc2cc3c(cc2O)OCO3)CC1
 : 19.3%, 4.1%
- CC#CC(=O)N1CCC(C(=O)Nc2ccc(Oc3ccccc3)nc2)CC1
 : -56.6%, -18.9%
- CC(C)(C)c1ccc(/C=N/N2C(=O)CSC2=S)cc1
 : -38.5%, 3.7%
- Cn1c(=O)c(=O)n(C)c2cc(S(=O)(=O)N3CCOc4ccccc43)ccc21
 : -9.0%, 1.9%
- COc1ccc(NC(=O)c2ccc(Cl)c(S(=O)(=O)NCC3CCCO3)c2)c(OC)c1 (centres undefined)
 : -64.3%, 13.4%
- Cc1cc(NC(=O)Cn2c(=O)oc3ccc(Cl)cc32)no1
 : 8.6%, 11.0%
- Cc1ccc(Cn2ccsc2=NC(=O)COC(=O)C(C)C)cc1
 : -11.9%, 2.9%
- COc1ccc(/C=C/C(=O)NC(=S)N2CCCC(C(N)=O)C2)cc1 (centres undefined)
 : -14.0%, 14.4%
- NS(=O)(=O)c1ccc(CCNC(=O)C(=O)NCC2OCCN2S(=O)(=O)c2ccc(F)cc2)cc1 (centres undefined)
 : -27.6%, -3.8%
- C=CCn1c(=O)c(C(=O)NC2CC2)c(O)c2cc(OC)c(OC)cc21
 : -5.5%, 19.7%
- COc1cccc(C=O)c1OC(=O)N1CCOCC1
 : 2.3%, 11.6%
- O=[N+]([O-])c1cccc(S(=O)(=O)NCCc2ccccc2)c1
 : -29.6%, -3.9%
- COc1ccc(S(=O)(=O)NC(C)C(=O)NCc2cccnc2)cc1OC (centres undefined)
 : -3.8%, 0.4%
- COc1ccc(C)cc1N(C(=O)c1ccco1)C(C(=O)NC1CCCC1)c1ccc(N2CCOCC2)cc1 (centres undefined)
 : 24.2%, -0.7%
- Clc1ccc(SCCOCCN2CCCCCC2)cc1
 : 15.6%, -3.7%
- CN(CC(=O)Nc1ccc(Cl)c(C(F)(F)F)c1)C(=O)Cc1cccs1
 : -25.5%, -4.9%
- O=C1NC2=C(C(=O)CCC2)C(c2ccccc2)N1 (centres undefined)
 : 12.7%, -14.6%
- Cc1cc(NC(=O)c2ccco2)ccc1NC(=O)c1ccco1
 : -18.1%, 1.2%
- CN(C)S(=O)(=O)c1cc(NC(=O)CNCc2ccccc2)ccc1Cl
 : -8.2%, 4.6%
- COc1cc(OC)cc(C(=O)NCC2CCCN(Cc3cccc(C(C)=O)c3)C2)c1 (centres undefined)
 : -10.5%, 9.3%
- CCCN1CCN(C(=O)CCCNC(=O)c2ccc(Cl)cc2)CC1
 : 28.0%, 6.3%
- Cc1ccnc(N2CCCC(C(=O)Nc3ccc(C)c(C)c3)C2)n1 (centres undefined)
 : -14.8%, 17.8%
- CCC(NC(=S)NC1CCCCC1)c1ccc(C)cc1 (centres undefined)
 : -11.4%, 6.7%
- COc1ccc(Cc2nnc(NCCO)[nH]c2=O)cc1
 : -9.1%, 13.8%
- O=C(O)CN1CCN(C(c2ccccc2)c2ccccc2)CC1
 : -21.8%, -1.9%
- CC1CCCN(CC(=O)Nc2ccc(S(=O)(=O)N3CCCC3)cc2)C1 (centres undefined)
 : 1.1%, -26.0%
- COc1ccc(NC(=O)c2cc3ccccc3cc2OC)cc1
 : -47.9%, -18.7%
- Cc1cccc(C(=O)N2CCCC(CCC(=O)N3CCN(c4ccccn4)CC3)C2)c1 (centres undefined)
 : -15.1%, 12.3%
- O=[N+]([O-])c1cc(C(F)(F)F)ccc1NC1CCN(Cc2ccccc2)C1 (centres undefined)
 : -19.4%, -29.7%
- NC1=NC(c2cccc(Cl)c2)N(CCc2ccc(F)cc2)C(N)=N1 (centres undefined)
 : -3.7%, -12.2%
- CC(C)(C)c1ccc(C(=O)N/C(=C\c2cccc([N+](=O)[O-])c2)C(=O)Nc2cccc(C(=O)O)c2)cc1
 : -35.1%, -0.2%
- Cc1c(C(=O)N2CCN(c3ccccc3)CC2)sc2ncnc(N3CCN(c4ccccn4)CC3)c12
 : 27.4%, 39.4%
- COC(=O)[C@@H](NCc1cccc(CN[C@H](C(=O)OC)c2ccccc2)c1)c1ccccc1
 : -27.4%, 0.2%

# Other entries
# Each structure is followed by: NOD1 inhibition, NOD2 inhibition
- CCOc1ccc(S(=O)(=O)N2CCC(C(=O)NCc3ccccn3)CC2)cc1Cl
 : -16.5%, -2.2%
- CCCCNC(=O)C1CCC(=O)N1CCc1ccccc1 (centres undefined)
 : -1.8%, 5.0%
- COc1ccc(-c2nnc(C)c3nocc23)cc1
 : -8.2%, 11.2%
- Cc1ccc(C2c3[nH]c4ccccc4c3C[C@H]3C(=O)N(c4ccccc4C(=O)N4CCC(C(=O)O)CC4)C(=O)N23)cc1 (some centres undefined)
 : -20.3%, 8.1%
- O=C(CCCCCN1C(=O)c2ccccc2C1=O)Nc1cccc(O)c1
 : -24.0%, 9.9%
- O=C(NCc1cccc(Cl)c1)C1CCC(=O)N(CCCN2CCOCC2)C1 (centres undefined)
 : -18.7%, 2.1%
- COc1ccc(F)cc1S(=O)(=O)NCc1cc(=O)n(C)c(=O)n1C
 : -4.8%, 11.6%
- CCOC(=O)c1sc(N2C(=O)C(O)=C(C(=O)c3ccco3)C2c2ccc(C)o2)nc1C (centres undefined)
 : 3.2%, 35.2%
- CCN(CC)C1CC(=O)N(c2ccc(Br)cc2)C1=O (centres undefined)
 : 13.8%, -7.4%
- CCCN1CCN(CC(O)COC(c2ccc(OC)cc2)c2ccc(OC)cc2)CC1 (centres undefined)
 : 5.7%, -29.3%
- CCOc1ccc(NC(=O)C2C(c3ccccc3)C2(Cl)Cl)cc1 (centres undefined)
 : 26.7%, 11.5%
- O=C(Nc1ccc(N2CCOCC2)cc1)c1cnccn1
 : 52.9%*, 20.3%
- CCOc1ccc(NC(=O)CN2C(=O)CSc3ccc(S(=O)(=O)N4CCCC4)cc32)cc1
 : -11.4%, 5.6%
- Cc1ccccc1CN1CCN(Cc2ccc3cccc(F)c3n2)CC1CCO (centres undefined)
 : 14.8%, -8.1%
- Cn1c(SCC(=O)NC2CCCC2)nc2c(c1=O)SCC2
 : -28.1%, 8.1%
- COc1cccc(OC)c1C(=O)N1CCNCC1
 : -29.1%, 13.7%
- CCCCCN(C(=O)CCC(=O)OCC(=O)N1CCCCC1C)c1c(N)n(CCCC)c(=O)[nH]c1=O (centres undefined)
 : -54.2%, -10.7%
- O=C(N/N=C\c1cc2c(cc1[N+](=O)[O-])OCO2)c1cccs1
 : -49.7%, 3.3%
- CCc1ccc(OCC(=O)N2CCc3ccccc32)cc1
 : -29.7%, -88.2%
- Oc1c(Cl)cc(Cl)cc1C=Nc1ccc(N2CCOCC2)cc1
 : -5.3%, 3.4%
- COc1ccccc1-n1c(SC)nc2c(sc(=S)n2-c2ccccc2)c1=O
 : -0.8%, 13.9%
- Cc1ccc(NS(=O)(=O)c2ccc3c(c2)NC(=O)CCS3)cc1F
 : -3.7%, 15.3%
- O=C(NCc1ccncc1)C1CCN(S(=O)(=O)c2ccc(F)cc2)CC1
 : -2.5%, -8.3%
- O=C(Nc1ccccc1)Nc1cnccn1
 : -20.2%, 3.2%
- C/C(=N\NC(=O)c1c(Cl)c(C)nn1C)c1cccc(NC(=O)C2CCCC2)c1
 : 33.9%, -14.7%
- COc1ccc(Cc2nnc(NC(=O)Nc3ccc(F)cc3)s2)cc1OC
 : -8.2%, -23.0%
- COc1ccc(Br)cc1CNC(=O)C1CCN(c2nnc(N3CCCC3=O)s2)CC1
 : 8.4%, 9.8%
- CCCCOc1cccc(C2C(C(=O)c3ccc(C)o3)=C(O)C(=O)N2Cc2ccco2)c1 (centres undefined)
 : -10.5%, 4.0%
- CCOC(=O)C1(Cc2cccc(Cl)c2)CCCN(C(=O)c2cc(CC)on2)C1 (centres undefined)
 : -7.2%, -32.3%
- O=c1c(-c2ccccc2Cl)coc2c(CN3CCCCC3)c(O)ccc12
 : -3.3%, 4.2%
- CCOc1ccccc1CN1CCC(n2nccc2NC(=O)C2CCCC2)CC1
 : 1.5%, -2.5%
- CC(=O)Nc1ccc(/C=C/c2nc(-c3ccccc3O)n[nH]2)cc1
 : 4.1%, 23.3%
- COc1cc(OC)cc(C(=O)Nc2nnc(SCC(=O)NCC3CCCO3)s2)c1 (centres undefined)
 : -23.5%, 0.0%
- CC1(c2ccc(Cl)cc2)NC(=O)N(CN2CCOCC2)C1=O (centres undefined)
 : -8.9%, 1.3%
- COc1ccc(C(=O)C2CCCN(C(=O)c3cc(C)on3)C2)cc1F (centres undefined)
 : -17.3%, 11.8%
- O=C(CN1C(=O)/C(=C/c2cccc(Br)c2)SC1=S)NCCCN1CCOCC1
 : 27.1%, -4.4%
- O=C(NCCN1CCOCC1)C1CC(=O)N(c2ccc(Cl)cc2)C1 (centres undefined)
 : -10.5%, 20.7%
- CCOc1ccc(Cc2c(C)[nH]c3ccc(C(=O)O)cc3c2=S)cc1
 : -3.6%, 3.8%
- CCN(CC)C(=O)c1ccc(COc2ccc(Cl)c(C)c2)o1
 : -31.1%, -7.5%
- C[C@@H]1CCC2[C@](C)(CO)[C@@H](O)CC[C@]2(C)[C@@]12CCC(CO)(CCO)O2 (some centres undefined)
 : 2.2%, -0.4%
- CCN(CC)C(=O)CSc1nc2c(sc(=S)n2-c2ccccc2)c(=O)n1-c1ccc(OC)c(OC)c1
 : -6.7%, 1.6%
- CN1CCN(c2ccccc2NC(=O)c2ccc(N3CCOCC3)c([N+](=O)[O-])c2)CC1
 : -41.9%, 3.5%
- CC(C)OCCCn1c(=N)c(S(=O)(=O)c2ccccc2)cc2c(=O)n3ccccc3nc21
 : -12.6%, 27.1%
- O=C(NCc1ccc(Cl)cc1)c1ccncc1
 : -11.8%, 6.5%
- COc1ccccc1NS(=O)(=O)c1ccc(C)c(C(=O)NCC(c2ccco2)N2CCCCC2)c1 (centres undefined)
 : -7.2%, 11.0%
- Clc1ccc(-c2csc(N3CCCCCC3)n2)cc1
 : -51.9%, -18.3%
- Cc1ccc(OCC(=O)O/N=C(\N)c2ccncc2)c(C)c1
 : -87.4%, -44.3%
- O=C(O)c1ccccc1NCc1cccs1
 : -16.5%, 14.0%
- CCc1ccc(CN(C)C(=O)c2cc(COc3ccc(OC)cc3Cl)on2)nc1
 : -62.1%, -27.8%
- Cc1ccccc1NC(=O)CSc1nc2ccccc2c(=O)n1C
 : 15.4%, 41.0%
- COc1cc(-c2noc(C)c2C(=O)NCCO)cc(OC)c1OC
 : -11.1%, 6.5%
- Cc1ccccc1Nc1ccc([N+](=O)[O-])cn1
 : -43.6%, -39.7%
- O=S(=O)(Nc1cccc(-c2cn3c(n2)SCC3)c1)c1ccccc1F
 : -11.2%, 4.6%
- COC(=O)CN1C(=O)C(C)(C)Oc2ccc(C(=O)Nc3ccccc3F)cc21
 : -24.1%, 12.8%

# Compound profiles, from the list above. Order of screens: NOD1 inhibition | NOD2 inhibition
# Listed for CC(C)(C)c1ccc(/C=N/N2C(=O)CSC2=S)cc1 : -38.5% | 3.7%
# Listed for COc1ccc(OC)c(Nc2nc(NCc3ccco3)c3ccccc3n2)c1 : -4.2% | 8.6%

# The list is partial (hit frequency here may not be typical).
